GRK2 aptamer HTS = blocks RNA aptamer binding to human GRK2. 330,000 compounds, 0.59% hits. AID 488847. inhibition of aptamer binding, % at 10 µM. P25098. bead flow cytometry, FAM-aptamer displacement from GRK2;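 active means inhibition of aptamer binding above 40%, roughly 3 SD of noise, on plates passing a quality check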;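 further: median bead fluorescence of bound FAM aptamer so fluorescent compounds give negative values; no value below 0 was filed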
CIT2 TOR yeast = alters CIT2-GFP fluorescence in TOR pathway yeast screen; GFP response vs DMSO, % at 10 µM; AID 2029; S. cerevisiae CIT2-GFP strain, flow cytometry, 3 h; 100 means same as DMSO wells; 320,000 compounds, 0.065% hits;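 active means GFP response relative to DMSO above a set limit, near the screen mean plus 3 SD, cut at about 150% in these data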;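 further: ratio of well median GFP fluorescence to mean of DMSO wells on the plate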
VLA-4 inh = inhibition in a human VLA-4 binding assay; P13612; VLA-4 expressing cells, ligand binding flow cytometry; inhibition, % (about 7 µM as worked out from the volumes in the protocol); 330,000 compounds, 0.2% hits; in the data active means inhibition above about 50%
MCL1 BIM primary = inhibitors of human MCL1 binding to BIM-BH3 peptide. inhibition, % at 10.9 µM. 320,000 compounds, 0.68% hits. GST-MCL1 / FITC-Bim-BH3 fluorescence polarization. AID 2057. Q07820;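 active means inhibition above the mean inhibition of all tested compounds plus 3 SD, set per campaign, cut at about 40% in these data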;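 further: 0% = DMSO wells and 100% = unlabeled Bim-BH3 peptide control; higher means more loss of mP so more displacement of Bim peptide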
Target sequence (Q07820 whole entry, looked up): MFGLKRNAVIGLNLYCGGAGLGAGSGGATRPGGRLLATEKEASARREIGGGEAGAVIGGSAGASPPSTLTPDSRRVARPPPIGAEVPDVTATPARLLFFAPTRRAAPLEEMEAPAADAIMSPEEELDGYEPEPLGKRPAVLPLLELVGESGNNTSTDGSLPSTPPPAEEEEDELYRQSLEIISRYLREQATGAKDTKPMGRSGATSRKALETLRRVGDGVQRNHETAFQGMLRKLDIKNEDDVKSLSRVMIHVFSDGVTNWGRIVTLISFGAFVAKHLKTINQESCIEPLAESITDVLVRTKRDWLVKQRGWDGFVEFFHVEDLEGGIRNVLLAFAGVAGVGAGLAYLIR
BCLXL inh = inhibitors of human Bcl-xL; GST-Bcl-xL / FITC-Bim BH3 peptide fluorescence polarization; inhibition, % at 10.9 µM; 320,000 compounds, 0.7% hits; AID 2129;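 active means inhibition above the mean of all tested compounds plus 3 SD, cutoff set per campaign, cut at about 30% in these data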;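 further: 0% = DMSO wells and 100% = unlabeled Bim-BH3 peptide competitor; inhibitors lower millipolarization by displacing the labeled peptide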
Target sequence (Q07817 whole entry, looked up): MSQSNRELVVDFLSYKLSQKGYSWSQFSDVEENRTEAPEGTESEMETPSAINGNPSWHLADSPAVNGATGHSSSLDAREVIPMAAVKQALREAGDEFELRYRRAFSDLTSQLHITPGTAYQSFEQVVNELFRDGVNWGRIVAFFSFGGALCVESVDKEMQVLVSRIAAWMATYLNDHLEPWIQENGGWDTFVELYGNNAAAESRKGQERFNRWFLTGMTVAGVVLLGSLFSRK
AGP1-GFP MLPCN = modulators of TOR pathway AGP1-GFP in S. cerevisiae | 320,000 compounds, 0.02% hits | S. cerevisiae AGP1-GFP multiplex flow cytometry, 3 h; GFP as percent of DMSO wells | GFP response vs DMSO, % at 10 µM;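 active means GFP response relative to DMSO above a set limit, near screen average plus 3 SD, cut at about 150% in these data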;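 further: median GFP channel fluorescence of the gated AGP1 strain per well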
MEX-5 binding = C. elegans MEX-5 TCR-2 RNA binding activity; MEX-5/FITC-TCR2 RNA binding, fluorescence polarization; active compounds read low; activity score (negative = inhibition of binding), % at 10 µM; 300,000 compounds, 0.38% hits; AID 1832;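 active means inhibition past about -25% in most replicates, and total fluorescence under double the plate's negative control median, limit read from the data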;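 further: 0% = DMSO and -100% = 5 µM competing unlabeled TCR2 RNA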
Fam108B counter = counter-screen for RBBP9 inhibitors: inhibitors of mouse Fam108B. recombinant Fam108B, FP-Rh probe fluorescence polarization. inhibition, % at 9.51 µM. 300,000 compounds, 0.33% hits. AID 1947;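 active means inhibition above the screen mean inhibition plus 3 SD, computed separately per campaign, cut at about 18% in these data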;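 further: inhibitors lower polarization as less probe binds the enzyme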
GLD-1 RNA inh = GLD-1-TGE RNA interaction inhibition (C. elegans). inhibition, % at 5.96 µM. purified GLD-1 + fluorescein TGE RNA, fluorescence polarization. AID 2280. 320,000 compounds, 0.44% hits;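 active means percent inhibition above a per-plate cutoff, the plate mean of test compounds plus 3 SD, cut at about 30% in these data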;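 further: 0% = DMSO wells with GLD-1 and probe and 100% = wells lacking GLD-1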
Active calls of the source: *; . = not tested or not shown.

SMILES	GRK2 aptamer HTS	CIT2 TOR yeast	VLA-4 inh	MCL1 BIM primary	BCLXL inh	AGP1-GFP MLPCN	MEX-5 binding	Fam108B counter	GLD-1 RNA inh
O=C(CCn1cnnn1)Nc1ccc(Cl)c(Cl)c1	0	102	19	9	5	103	-1.7	-3	2
O=C1C=C(c2cccc3c2Oc2ccccc2S3)C[C@@H](c2ccc(Cl)cc2)C1	2	95	12	2	5	98	.	.	4
CCOC(=O)C1=NN(c2ccc(C)cc2)C2(S1)SC(C(C)=O)=C(C)N2c1ccccc1 (centres undefined)	1	97	0	4	2	99	.	2	2
CCn1c(SCC(=O)NNC(=O)c2ccc(OC)cc2)nnc1-c1ccco1	0	115	17	1	1	104	-0.1	1	11
C[N+]12CCCCC1C(COC(=O)c1ccc3c(c1)OCO3)CCC2 (centres undefined)	2	93	-3	-21	-11	86	0.5	4	-4
O=c1c(Oc2ccccc2Br)c(C(F)(F)F)oc2c(CN3CCCC3)c(O)ccc12	0	99	-17	7	4	96	1.9	0	1
C/C(=N\NC(=O)c1ccccc1NC(=O)c1ccc(Cl)cc1)c1ccncc1	2	99	-8	3	1	97	3.3	-1	-7
Cc1c(CC(=O)N[C@@H](C)C(=O)O)c(=O)oc2cc3oc4c(c3cc12)CCCC4	0	98	7	3	5	103	-0.7	0	-2
Cc1cccc([N+](=O)[O-])c1C(=O)O	14	95	9	3	4	102	.	.	1
CCn1ncc(-c2cc(C(=O)O)no2)c1C	3	109	15	1	5	113	0.1	5	-2
O=C(Nc1cccs1)Nc1c(F)c(F)cc(F)c1F	0	95	13	7	8	99	0.8	5	-2
CN(CCc1cn[nH]c1)Cc1nc(Cc2ccccc2F)no1	1	105	3	-1	1	106	1.0	0	5
COc1ccc(OC)c(C2=NS(=O)(=O)N(C)C(C(=O)Nc3cccc(C(C)=O)c3)=C2)c1	2	102	11	-5	4	106	-7.6	1	4
CC1C(=O)N2CCCc3cc(S(=O)(=O)Nc4ccccc4F)cc1c32 (centres undefined)	3	110	1	2	3	116	-2.7	3	7
CN(CC(=O)Nc1c(Cl)cccc1Cl)CC(=O)N(C)C1(C#N)CCCCC1	2	96	2	.	.	97	.	.	3
CCS(=O)(=O)c1ccc2c(c1)N(S(=O)(=O)c1ccccc1)CC(C(=O)O)O2 (centres undefined)	0	101	-2	6	5	.	-1.7	-3	-6
Cc1c(C2(O)CCCCC2)[nH]c2ccc(C#N)cc12	19	72	9	.	.	88	.	.	3
Cc1ccc(CC2S/C(=C(/C#N)C(=O)N3CCOCC3)N(c3ccccc3)C2=O)cc1 (centres undefined)	4	107	8	-13	-16	99	3.8	-2	-11
CCN(c1ccccc1)S(=O)(=O)c1ccc2[nH]c(=O)c(=O)[nH]c2c1	3	106	4	11	7	101	-1.4	-3	4
COc1ccc(Cn2ccnc2CO)cc1[N+](=O)[O-]	0	106	-3	-1	-1	102	1.8	0	-1
O=C(Nc1cccc2ccccc12)C(=O)C1C(=O)Nc2ccccc21 (centres undefined)	1	99	10	4	4	106	2.8	6	-6
N#Cc1ccccc1NC(=O)CC1c2ccccc2Oc2ccccc21	5	99	11	4	7	109	-1.6	-7	8
COCCN1Cc2cccc(C(=O)N3CCN(c4cc(C)ccc4C)CC3)c2C1=O	0	95	2	9	4	99	0.8	6	5
CC(=O)c1cc2c(cc1NC(=O)CN(C)S(=O)(=O)c1cccs1)OCO2	0	90	-14	.	.	82	.	.	-4
O=C(NCc1ccccc1Cl)c1ccc(S(=O)(=O)N2CCCC2)cc1	1	97	8	-3	-4	101	.	.	-2
Cc1c(Cl)cccc1Nc1nc(NCCO)c2ccccc2n1	0	106	29	-2	-4	103	-1.1	-4	-10
Cc1ccc(S(=O)(=O)NCC(=O)OCC(=O)N(C)C2CCS(=O)(=O)C2)cc1 (centres undefined)	0	108	-11	-1	3	106	2.6	11	-4
O=C1N/C(=C/c2cccn2-c2ccccc2)C(=O)N1c1cccc(Cl)c1	1	104	11	-22	-12	99	3.7	-3	0
CS(=O)(=O)N1CCCC(C(=O)NCCc2ccccc2)C1 (centres undefined)	0	106	12	5	4	102	-0.3	0	-3
c1coc(CNCCCN2CCOCC2)c1	2	94	-3	6	1	96	2.7	-2	5
COCCN(C(=O)CCC(=O)Nc1nccs1)C(C(=O)NCCC(C)C)c1ccc(F)cc1 (centres undefined)	1	108	3	4	19	106	0.6	-2	5
COc1cc(CNC(=O)OCC(C)C)cc(OC)c1OC	0	98	5	3	5	97	-3.9	1	2
COc1cccc(/C=N/N2CCN(c3ccc(Cl)cc3)CC2)c1OC	0	111	11	-7	3	100	2.4	-9	3
CCOC(=O)Cc1csc(NC(=O)Nc2cccs2)n1	6	95	9	3	4	87	-0.6	-6	2
Cc1cc(C)n(-c2nc3ccccc3c(=O)n2OCCOc2ccccc2)n1	0	93	11	-2	7	106	1.2	-1	-4
Cn1nnnc1SCC(=O)Nc1ccc(Br)cc1Br	1	84	12	.	.	88	.	.	5
CC(=O)c1c(C)[nH]c(C(=O)OCc2cccc(C)c2)c1C	0	93	10	-15	-5	91	1.0	-5	-3
Cc1ccccc1C(=O)NC1CC2CCC(C1)N2Cc1ccccc1 (centres undefined)	0	87	9	4	2	90	1.7	4	-6
COc1ccc(S(=O)(=O)N2CCC(C(=O)NC3CC3)CC2)cc1	0	105	-23	11	2	95	1.2	-4	5
O=C(NCC1CCCO1)C(c1ccncc1)N(Cc1cccs1)C(=O)CN1C(=O)c2ccccc2S1(=O)=O (centres undefined)	1	106	0	-4	1	104	0.7	-3	-9
C/C(=N\NC(=O)CCn1nnc2ccccc21)c1ccco1	3	106	0	2	-1	110	1.3	0	-2
CCNC(=O)COC(=O)c1ccc(S(=O)(=O)N2CCCCCC2)cc1	0	90	2	-8	2	102	2.1	4	7
Cn1c(SCC(=O)NCc2ccc3c(c2)OCO3)nc2c(c1=O)SCC2	1	105	-3	-1	-4	102	0.7	7	-9
O=C(Cc1ccc(Cl)cc1)Nc1ccccc1Sc1ccccc1	2	98	-1	1	6	92	-3.1	-1	3
CCOc1ccc(OC(=O)c2ccc3c(=O)n4c(nc3c2)CCC4)cc1	0	86	-16	-4	-2	84	1.3	-3	-9
COCc1c(C(N)=O)nnn1-c1nonc1N	2	96	5	2	5	101	-4.1	2	5
O=C(Nc1ncnc2sc3c(c12)CCCCC3)c1ccc(F)cc1	1	97	-5	-5	-4	103	3.0	1	0
CCn1c(SCC(=O)Nc2ccccc2-c2ccccc2)nnc1-c1ccoc1C	0	99	-13	5	5	90	-1.2	1	4
Cc1ccc(Oc2nsnc2N2CCOCC2)cc1	2	99	7	-3	-4	97	0.0	1	7
CC(C)NC(=O)CCn1c(=S)oc2ccccc21	0	108	4	8	2	101	0.3	-2	1
CC(=O)Nc1ccc(S(=O)(=O)Oc2ccc(Br)cc2C(=S)N2CCOCC2)cc1	0	100	-3	5	6	94	-0.5	-3	4
CN(C)S(=O)(=O)N1CCN(C(=O)N(c2ccccc2)c2ccccc2)CC1	0	102	7	1	-3	107	-2.9	2	-4
COc1ccc2c(c1)CCc1c(C(=O)N3CCCC3)noc1-2	3	104	2	3	0	91	1.2	-4	4
COC(=O)c1cccc(NC(=O)Cn2nnc3ccccc32)c1	2	96	1	1	1	.	-1.0	-1	-1
C=CCNc1nc(C(=O)OCC(=O)Nc2ccc(S(N)(=O)=O)cc2)cs1	2	79	7	-1	-4	89	-3.5	-4	4
CCOC(=O)c1csc(-c2snnc2C)n1	3	97	-2	6	4	103	-2.9	2	3
CSc1nnc2c(n1)OC=Nc1ccc(Br)cc1-2	1	89	8	4	6	80	-1.6	5	7
CCc1nnc(NC(=O)C(C)Sc2ccccc2)s1 (centres undefined)	3	110	6	4	7	105	1.6	6	-4
O=C(O)CCCC(=O)Nc1nc(-c2ccc(F)cc2)cs1	3	89	-6	0	0	89	-0.2	-1	1
OCCC1CN(Cc2ccc(Oc3ncccn3)cc2)CCN1C1CCCC1 (centres undefined)	7	102	-1	8	6	93	1.2	2	5

Whole records from above. Order of values: GRK2 aptamer HTS	CIT2 TOR yeast	VLA-4 inh	MCL1 BIM primary	BCLXL inh	AGP1-GFP MLPCN	MEX-5 binding	Fam108B counter	GLD-1 RNA inh
Shown for CSc1nnc2c(n1)OC=Nc1ccc(Br)cc1-2 = 1	89	8	4	6	80	-1.6	5	7
Shown for O=C(O)CCCC(=O)Nc1nc(-c2ccc(F)cc2)cs1 = 3	89	-6	0	0	89	-0.2	-1	1
Shown for CN(C)S(=O)(=O)N1CCN(C(=O)N(c2ccccc2)c2ccccc2)CC1 = 0	102	7	1	-3	107	-2.9	2	-4
Shown for CC(C)NC(=O)CCn1c(=S)oc2ccccc21 = 0	108	4	8	2	101	0.3	-2	1
Shown for CC(=O)Nc1ccc(S(=O)(=O)Oc2ccc(Br)cc2C(=S)N2CCOCC2)cc1 = 0	100	-3	5	6	94	-0.5	-3	4

A few values from above.
`CS(=O)(=O)N1CCCC(C(=O)NCCc2ccccc2)C1` (centres undefined) – MCL1 BIM primary = 5
`Cc1ccc(CC2S/C(=C(/C#N)C(=O)N3CCOCC3)N(c3ccccc3)C2=O)cc1` (centres undefined) – BCLXL inh = -16

(next part)
SMILES	GRK2 aptamer HTS	CIT2 TOR yeast	VLA-4 inh	MCL1 BIM primary	BCLXL inh	AGP1-GFP MLPCN	MEX-5 binding	Fam108B counter	GLD-1 RNA inh
O=C1CN(c2nc(-c3ccccc3)c3cc(Cl)ccc3n2)c2ccccc2N1	0	101	14	3	6	99	-1.7	-1	4
Cc1cc(=O)n(C)c(=O)n1CCCCCCOc1cccc([N+](=O)[O-])c1	1	85	7	6	3	100	1.1	-1	-1
Cn1c(=O)oc2cc(S(=O)(=O)NCc3ccccc3)ccc21	1	102	-33	-2	4	97	0.0	-2	3
Cc1ccc(CCNC(=O)C2CCN(S(=O)(=O)N3CCOCC3)CC2)cc1	1	108	-1	5	0	103	-1.1	0	2
CC1=C(C(=O)Nc2ccc(Cl)cc2)C2(CCCCC2)C(C(N)=O)C(=S)N1 (centres undefined)	0	100	-2	4	4	97	0.5	2	3

Assay outcomes from PubChem.
